MEKK2wt PB1 HTS – raises or lowers MEK5 binding to wildtype human MEKK2 PB1 domain; Q9Y2U5; bead flow cytometry, Alexa488-MEK5 binding to MEKK2 WT; actives lie on both sides; binding response (% of control), % at 10 µM; 290,000 tested, 1.1% active; AID 1531; in the data active means binding response below about 67% or above about 130%
IMP-1 inh – blocks Pseudomonas aeruginosa IMP-1 metallo-beta-lactamase; purified IMP-1, nitrocefin hydrolysis, epi-absorbance fluorescence; inhibition, % at 5.6 µM; 290,000 tested, 0.45% active;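 active means inhibition above the mean plus 3 SD of all compounds in the same screening run, cut at about 4.5% in these data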;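 further: 0% = IMP-1 with DMSO and 100% = DMSO wells lacking enzyme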
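System: purified IMP-1; amount: IMP-1 0.2 nM before substrate addition; compound: single dose, 5.6 µM; times: 25 °C, 15 min preincubation, 25 min reaction; signal: Epi-absorbance via hydrolysed-nitrocefin quenching of white-plate fluorescence, 480/530 nm, EDTA stop; benchmarks: DMSO with and without IMP-1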
SUMO HTRF inh – blocks human SUMOylation mediated by UBC9; inhibition, % at 35 µM; HTRF SUMOylation assay, SAE1/SAE2 + UBC9, in vitro; 290,000 tested, 0.36% active; in the data active means inhibition above about 50%, passing the limit was not always enough; further: strong numbers were not always called active
Target sequence (P63279 whole entry, looked up): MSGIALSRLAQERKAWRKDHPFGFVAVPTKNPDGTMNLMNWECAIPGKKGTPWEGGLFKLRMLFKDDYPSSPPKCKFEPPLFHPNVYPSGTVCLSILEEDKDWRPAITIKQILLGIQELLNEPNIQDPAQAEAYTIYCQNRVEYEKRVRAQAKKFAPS
VIM-2 inhibitor – blocks Pseudomonas aeruginosa VIM-2 metallo-beta-lactamase. purified VIM-2, nitrocefin hydrolysis, epi-absorbance fluorescence. inhibition, % at 5.6 µM. 290,000 tested, 0.89% active. AID 1527;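 active means inhibition above the mean of all tested compounds plus 3 SD, cutoff set per screening run, cut at about 7.5% in these data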;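 further: red hydrolysis product quenches plate fluorescence so inhibitors raise well fluorescence; 0% = enzyme with DMSO and 100% = DMSO without enzyme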
MEKK2 mut-MEK5 – signal of MEK5 binding to mutant human MEKK2 PB1 domain; bead flow cytometry, Alexa488-MEK5 binding to MEKK2 mutant; percent response, % at 10 µM; 290,000 tested, 0.35% active; in the data active means percent response above about 24%, passing the limit was not always enough; further: inactives centre near 1; some results filed as inactive read as strong as hits
NALP1 yeast inh – blocks the NALP1 inflammasome reconstituted in yeast; inhibition, % at 10 µM; S. cerevisiae NALP1/ASC/caspase-1 growth, X-gal OD620, 72 h; AID 2071; 280,000 tested, 0.61% active; in the data active means inhibition mostly above about 24%, no sharp cut-off; inactive means mostly below about 32%; further: some compounds called inactive have numbers as strong as hits
HCV NS3 hel inh – inhibitors of Hepatitis C virus NS3 helicase; NS3 helicase DNA unwinding, Cy5 molecular beacon fluorescence; inhibition, % at 10.9 µM; 290,000 tested, 0.56% active;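 active means inhibition above the mean of all tested compounds plus 3 SD, set per campaign, cut at about 35% in these data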;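 further: 0% = DMSO wells and 100% = thioflavine S control wells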
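test system = hepatitis C virus NS3 helicase domain fragment enzyme | reagent = annealed dual-labelled DNA beacon duplex, ATP-started | times = 1 h at 25 °C | detection = Cy5 fluorescence, 0 and 60 min reads | read-out basis = percent inhibition from t60/t0 fluorescence ratio | control set = DMSO and thioflavine S | replication = one well per compound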
M18AAP inhibitor – PfM18AAP enzyme inhibition. inhibition, % at 7.35 µM. 290,000 tested, 1.2% active. recombinant PfM18AAP, H-Glu-NHMec fluorogenic cleavage. AID 1822;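 active means inhibition above the campaign mean inhibition over all tested compounds plus 3 SD, cut at about 28% in these data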;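 further: 0% = plate median of test compound wells and 100% = 2 mM ZnCl2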
DNA FID counter – counter-screen for HCV NS3 helicase inhibitors: DNA intercalator displacement | DNA fluorescent intercalator displacement, fluorescence | inhibition, % at 7.9 µM | 290,000 tested, 0.17% active | AID 1845; in the data active means inhibition above about 37%;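 further: 0% = vehicle and 100% = reference compound; higher means more ethidium bromide displaced from hairpin DNA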
Active calls of the source: *; . = no result given.

cpd	SMILES	MEKK2wt PB1 HTS	IMP-1 inh	SUMO HTRF inh	VIM-2 inhibitor	MEKK2 mut-MEK5
1	Cc1nccn1CCCNC(=O)C1CCC(=O)N(Cc2ccccc2F)C1 (stereo not drawn)	99	4.2	2	1.8	-2
2	N#C/C=C/C(=C\Nc1ccc(Cl)cc1)S(=O)(=O)c1ccccc1	105	-1.9	25	-2.9	3
3	COc1ccc(C2C(C#N)=C(N)Oc3cc4c(cc32)OCO4)cc1 (stereo not drawn)	98	0.3	7	-2.2	1
4	Cn1c(=O)c(C(=O)Nc2cccnc2)c(O)c2ccccc21	.	-4.3	.	-1.7	.
5	Cc1cc(NC(=O)Cn2nc(C(=O)O)c3ccccc3c2=O)ccc1Br	98	0.7	7	2.6	-7
6	O=C(CN1C(=O)C2C3C=CC(C3)C2C1=O)OCC(=O)c1ccc(Cl)cc1 (stereo not drawn)	98	-1.1	8	-2.8	-2
7	NC(=S)N/N=C/c1cc([N+](=O)[O-])ccc1Cl	103	-2.6	3	-0.8	-1
8	Cn1c(/N=C/c2c[nH]c3ccccc23)nc2ccccc21	102	-0.7	-8	-0.1	1
9	O=c1cc(N2CCN(c3ccccc3Cl)CC2)[nH]c(=O)n1Cc1ccc(F)cc1	104	-3.6	0	-2.6	-14
10	O=C(CCc1nnc(C2(c3ccc(Cl)cc3)CCC2)o1)NCCCn1cccn1	90	-0.6	3	-3.2	-11
11	Cc1ccc(NC(=O)c2nsc(Cl)c2Cl)cc1	98	-1.6	3	-0.1	-10
12	Cc1ccc(S(=O)(=O)Nc2cccc(-c3ccc4nnc(C)n4n3)c2)s1	99	-3.8	-15	-1.3	-1
13	N#CCCN1CCN(C(=S)c2ccc(-c3ccc(Cl)c(Cl)c3)o2)CC1	104	-0.5	10	-0.3	5
14	O=C(COC(=O)CCC(=O)c1cccs1)Nc1ccccc1[N+](=O)[O-]	85	0.4	6	-0.5	-7
15	COc1ccccc1OC(=O)c1cc2ccccc2oc1=O	102	-4.3	3	-1.0	5

cpd	NALP1 yeast inh	HCV NS3 hel inh	M18AAP inhibitor	DNA FID counter
1	-78	13	-12	0
2	-8	7	0	-7
3	5	40*	27	-13
4	.	-1	-4	0
5	16	9	-10	-1
6	20	0	-3	-17
7	4	4	-10	1
8	5	2	-6	7
9	.	17	-7	-9
10	0	-6	-4	-14
11	25	21	7	-7
12	10	4	1	-6
13	-12	4	-20	-11
14	-1	0	-1	2
15	-11	-1	6	-2

Structural class: the entries above with sulfur
cpd	SMILES	MEKK2wt PB1 HTS	IMP-1 inh	SUMO HTRF inh	VIM-2 inhibitor	MEKK2 mut-MEK5
2	N#C/C=C/C(=C\Nc1ccc(Cl)cc1)S(=O)(=O)c1ccccc1	105	-1.9	25	-2.9	3
7	NC(=S)N/N=C/c1cc([N+](=O)[O-])ccc1Cl	103	-2.6	3	-0.8	-1
11	Cc1ccc(NC(=O)c2nsc(Cl)c2Cl)cc1	98	-1.6	3	-0.1	-10
12	Cc1ccc(S(=O)(=O)Nc2cccc(-c3ccc4nnc(C)n4n3)c2)s1	99	-3.8	-15	-1.3	-1
13	N#CCCN1CCN(C(=S)c2ccc(-c3ccc(Cl)c(Cl)c3)o2)CC1	104	-0.5	10	-0.3	5
14	O=C(COC(=O)CCC(=O)c1cccs1)Nc1ccccc1[N+](=O)[O-]	85	0.4	6	-0.5	-7

cpd	NALP1 yeast inh	HCV NS3 hel inh	M18AAP inhibitor	DNA FID counter
2	-8	7	0	-7
7	4	4	-10	1
11	25	21	7	-7
12	10	4	1	-6
13	-12	4	-20	-11
14	-1	0	-1	2

Other compounds follow:
cpd	SMILES	MEKK2wt PB1 HTS	IMP-1 inh	SUMO HTRF inh	VIM-2 inhibitor	MEKK2 mut-MEK5
16	O=C(NC1CCCCC1)N1CCN(CCc2ccccc2)CC1	100	-2.3	-19	-4.5	3
17	CCc1cc(=O)oc2cc(OCC(=O)NCCCN3CCCC3=O)ccc12	100	-3.5	17	-0.4	1
18	CC(=O)c1cccc(NCC(=O)Nc2cc(S(=O)(=O)N3CCCCC3)ccc2C)c1	107	-2.7	5	-1.2	5
19	CCOC(=O)/C(C#N)=C/N=c1ccc(C)cn1C	102	-3.5	7	-3.1	-2
20	COc1ccccc1OCC(=O)Nc1c2c(nn1-c1ccc(F)cc1)CS(=O)(=O)C2	105	-3.2	-16	-2.5	2
21	CNC(=O)N1CCN(C(=O)NC)CC1	101	-4.6	7	-1.1	6
22	COc1cccc(NC(=O)CCCn2c(=S)[nH]c3ccccc3c2=O)c1	94	-1.9	18	-4.3	-4
23	CCc1ccc(C2NC(C(=O)O)CS2)cc1 (stereo not drawn)	.	2.0	13	-0.7	.
24	Cc1ccc(Oc2ncccc2NC(=O)CCCC(=O)O)c2c1CCC2	103	-3.2	10	-1.6	2
25	O=[N+]([O-])c1ccccc1CNC1CCCc2ccccc21 (stereo not drawn)	97	-0.1	10	-1.8	-5
26	COc1ccc(N2CCN(C(=O)CN(Cc3ccccc3)S(C)(=O)=O)CC2)cc1	64	-3.2	-2	-0.9	-22
27	O=C(CN1CCOCC1)NCCC12CC3CC(CC(C3)C1)C2	102	-3.8	10	-4.2	4
28	Cc1cc(NC(=O)CCC(=O)N(c2ccccc2)C(C(=O)NC2CCCC2)c2ccccc2)no1 (stereo not drawn)	101	-1.7	-6	-2.5	27*
29	COc1cccc(CN(C(=O)c2ccccc2Cl)C2CCS(=O)(=O)C2)c1 (stereo not drawn)	112	-1.7	2	-1.2	5
30	c1ccc2c(c1)CCCN2c1nc2ccccc2n2cnnc12	103	-2.2	11	-1.2	12

cpd	NALP1 yeast inh	HCV NS3 hel inh	M18AAP inhibitor	DNA FID counter
16	30	-4	0	-8
17	17	5	5	-32
18	-14	-4	2	-30
19	-8	16	-9	-4
20	-2	0	-3	-18
21	-2	-3	-2	-3
22	-23	5	-2	-8
23	50*	-5	1	-1
24	.	-2	1	-14
25	-16	-4	-2	8
26	1	-4	0	-27
27	-3	-9	-5	-16
28	2	-12	3	-31
29	-2	-1	-1	-20
30	-3	0	0	-11

Next part:
cpd	SMILES	MEKK2wt PB1 HTS	IMP-1 inh	SUMO HTRF inh	VIM-2 inhibitor	MEKK2 mut-MEK5
31	CC(=O)NC1=NN(C(C)=O)C(c2ccc(F)cc2)S1 (stereo not drawn)	96	0.5	9	1.2	-4
32	O=C(NC1CC2CCC(C1)N2C(=O)NCc1ccccc1)NC12CC3CC(CC(C3)C1)C2 (stereo not drawn)	.	-3.2	-2	-1.8	.
33	S=c1nc2ccccc2c2nc(-c3ccccc3Cl)[nH]n12	99	0.1	0	-0.7	-1
34	COc1cccc(COc2ccccc2C2Nc3ccc(Br)cc3C(=O)N2NC(=O)c2ccncc2)c1 (stereo not drawn)	.	-4.1	-19	-4.2	.
35	CCCOC(=O)C(C)n1cnc2sc(C)c(C)c2c1=O (stereo not drawn)	.	-0.7	13	-4.5	.
36	O=c1[nH]c(=O)c2ncc(-c3ccc(Cl)cc3)nc2[nH]1	101	-0.9	26	1.4	1
37	CC(=O)c1cnc2c(C(=O)O)cnn2c1C	88	-0.9	-2	-1.4	-10
38	COc1ccc(-n2c(SCC(N)=O)nnc2-c2ccco2)cc1	110	-2.1	8	0.6	6
39	Cc1ccc(S(=O)(=O)N(C)C)cc1NC(=O)CSc1nnnn1-c1ccc(O)cc1	90	-1.5	4	-2.7	-15
40	CCOC(=O)c1ccc(NC(=O)NCCc2cnc[nH]2)cc1	100	-1.6	12	-0.5	0
41	C=CCOc1cccc(C2/C(=C(\O)c3ccc4c(c3)OCCO4)C(=O)C(=O)N2Cc2cccnc2)c1 (stereo not drawn)	103	-0.7	1	0.3	2
42	Cc1cccc(Nc2nc(-c3sc(C)nc3C)cs2)c1	111	-0.7	-12	-0.1	3
43	O=C(NC1CCCCC1)C(c1ccco1)N(C(=O)c1csnn1)C1CCCC1 (stereo not drawn)	.	-0.1	17	-0.4	.
44	CCOc1ccccc1NC(=S)N(CCC(C)C)C1CCN(C(C)=O)CC1	100	-3.1	14	-3.1	0
45	O=S(=O)(Nc1ccc(Cl)cn1)c1cccc(S(=O)(=O)c2ccccc2)c1	102	-2.6	13	-3.3	-1

cpd	NALP1 yeast inh	HCV NS3 hel inh	M18AAP inhibitor	DNA FID counter
31	6	-6	-5	8
32	-3	-2	-15	-5
33	25	19	15	-3
34	-7	3	9	-16
35	14	8	9	-14
36	-1	-1	1	-1
37	13	5	-7	6
38	7	3	3	-8
39	1	-2	-1	-4
40	4	-3	6	-2
41	5	18	8	-62
42	-1	23	12	-20
43	14	6	7	-28
44	-7	3	2	-3
45	2	4	0	-35

Continued:
cpd	SMILES	MEKK2wt PB1 HTS	IMP-1 inh	SUMO HTRF inh	VIM-2 inhibitor	MEKK2 mut-MEK5
46	CCN(CC)C(=O)Nc1ccc(C(=O)OC)cc1	109	-1.2	7	-1.6	7
47	CC(C)COC(=O)C(C#N)c1nc2ccccc2nc1N1CCN(Cc2ccccc2)CC1 (stereo not drawn)	110	-1.0	-19	1.1	5
48	CN(C)CCC(=O)N1c2ccccc2Sc2ccc(Cl)cc21	104	-0.6	-2	-3.6	-2
49	COc1cccc(-c2c(C(=O)N/N=C/c3ccc(C)s3)nnn2-c2nonc2N)c1	101	-1.7	20	0.2	4
50	Cc1cccc(C=Nc2ccc3c(c2)oc2ccccc23)c1O	117	-0.7	22	-0.9	15
51	COc1cc(C=C2C(=O)OC(c3ccccc3)OC2=O)cc(Br)c1O (stereo not drawn)	97	-3.5	-2	-3.5	-11
52	COc1ccc(-c2csc(=Nc3c(C)n(C)n(-c4ccccc4)c3=O)n2C(C)(C)C)cc1	103	0.7	32	-0.7	3
53	CCOC(=O)c1cccc(NC(=O)CSc2nnnn2CC)c1	98	0.5	-2	-2.1	-3
54	COc1ccc(-n2c(O)c(Cc3ccccc3)c(=O)n3nc(-c4ccccc4)c(=O)cc23)cc1	108	-2.9	-2	-5.0	0
55	O=C1CSC(c2ccc(Cl)cc2)N1 (stereo not drawn)	107	-1.0	-7	-3.2	8
56	Cc1ccc(Cn2c(CN3CCN(C(=O)c4ccco4)CC3)nc3c2c(=O)n(C)c(=O)n3C)cc1	.	2.8	30	2.1	.
57	CCCCn1c(SCC(=O)NC(C)CC)nc2ccc(N3CCOCC3)cc2c1=O (stereo not drawn)	.	-4.3	33	-4.7	.
58	COC(=O)c1c(NC(=O)C2C3CCC(O3)C2C(=O)O)sc2c1CCCCCC2 (stereo not drawn)	97	0.6	3	3.6	-2

cpd	NALP1 yeast inh	HCV NS3 hel inh	M18AAP inhibitor	DNA FID counter
46	1	-11	-4	4
47	-16	-14	-9	0
48	23	-12	17	2
49	3	1	2	-19
50	18	-4	-7	1
51	2	-5	4	7
52	10	-5	-2	6
53	6	-2	-3	-2
54	10	2	5	-30
55	11	1	0	0
56	3	-1	-6	-39
57	20	7	3	-11
58	7	5	6	-28

Screening data: PubChem BioAssay, several laboratories
